Screening data from PubChem BioAssay.
RTF Ca sens inh = cardiac RTF calcium sensitivity inhibitors, primary screen, biochemical, IANBD-TnC fluorescence, EC70 calcium; Troponin I, cardiac muscle (Homo sapiens) + Troponin T, cardiac muscle (Homo sapiens) + …; IANBD-labeled cardiac RTF, Ca2+ fluorescence; inhibition, % at 7.15 µM; 340,000 compounds, 0.12% hits; AID 493244, 2011;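 active means inhibition above the mean inhibition of all tested compounds plus 3 SD, cut at about 17% in these data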;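 further: assay run at fixed EC70 calcium of 1.6 mM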
LANA DNA inh = inhibitors of KSHV C-LANA binding to DNA, primary screen, biochemical, fluorescence polarization, FAM-LBS DNA, MBP-C-LANA, single point; 340,000 compounds, 0.078% hits; AID 504423, 2011; Kaposi's sarcoma herpesvirus LANA C-terminal domain (residues 932-1162) DNA binding; inhibition, % at 9 µM;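 active means highest replicate inhibition at or above 60% at 9 µM, even if other replicates fall short; inactive means all replicates below 60% inhibition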;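 further: 0% = neutral control wells and 100% = 4 µM acridine orange control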
V-ATPase pHluor = regulators of yeast V-ATPase proton pumping, primary screen, pHLuorin cytosolic pH fluorescence. 350,000 compounds, 0.37% hits. S. cerevisiae. response, % at 10 µM; in the data active means response mostly above about 7.3%, no sharp cut-off; inactive means mostly below about 5.4%; further: actives read high; inactives centre near 0; some compounds called inactive have numbers as strong as hits; reference of the scale not given here
CAL PDZ FP = untagged CAL PDZ binding inhibitors, primary screen, biochemical, fluorescence polarization, HTS. Golgi-associated PDZ and coiled-coil motif-containing protein (Homo sapiens), Q9HD26. purified CAL PDZ, TMR-peptide fluorescence polarization, 1 h. inhibition, % at 24.9 µM. 300,000 compounds, 0.92% hits;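 active means mean inhibition of at least 30% with at least half of replicates also reaching 30%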;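 further: 0% = DMSO neutral control and 100% = excess unlabeled competitor peptide PRC23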
cardiac RTF act = cardiac RTF calcium sensitivity activators, primary screen, biochemical, IANBD-TnC fluorescence, EC20 calcium; activation, % at 7.2 µM; Troponin I, cardiac muscle (Homo sapiens) + Troponin T, cardiac muscle (Homo sapiens) + …; IANBD-labeled TnC RTF fluorescence at EC20 calcium; 0% EC20 calcium, 100% full calcium; 340,000 compounds, 0.24% hits;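 active means activation above the mean over all tested compounds plus 3 SD, cut at about 30% in these data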;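 further: rise in fluorescence read as greater calcium sensitivity of cardiac thin filaments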
OPRM1-OPRD1 ag = agonists of OPRM1-OPRD1 heterodimerization, primary screen, cell-based, luminescence | cells | activation, % at 9.3 µM | 340,000 compounds, 0.3% hits | AID 504326, 2011; in the data active means activation above about 18%;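 further: 0% = vehicle-treated cells and 100% = reference agonist; values of inactives mirror those of a sister screen read the other way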
HTR5A ag = HTR5A agonists in luminescence cell assay, primary screen, counter-screen for OPRM1-OPRD1 heterodimer agonist project, full-deck HTS; 5-hydroxytryptamine receptor 5A (Homo sapiens), P47898; cell-based; activation, % at 9.3 µM; 340,000 compounds, 0.61% hits; AID 504692, 2011; in the data active means activation mostly above about 9.5%, no sharp cut-off; inactive means mostly below about 7.6%;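 further: 0% = cells with vehicle only and 100% = reference agonist; strong numbers were not always called active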
Target sequence (P47898 whole entry, looked up): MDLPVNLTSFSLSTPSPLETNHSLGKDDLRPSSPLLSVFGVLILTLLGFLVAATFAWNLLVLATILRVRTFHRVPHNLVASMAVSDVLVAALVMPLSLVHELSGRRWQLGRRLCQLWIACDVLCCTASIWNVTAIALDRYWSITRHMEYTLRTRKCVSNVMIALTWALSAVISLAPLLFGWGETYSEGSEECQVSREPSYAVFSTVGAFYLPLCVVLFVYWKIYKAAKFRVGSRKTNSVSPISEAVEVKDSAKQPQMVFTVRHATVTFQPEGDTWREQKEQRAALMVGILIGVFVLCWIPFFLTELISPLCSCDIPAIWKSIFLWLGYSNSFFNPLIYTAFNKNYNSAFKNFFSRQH
HTR5A inv ag = HTR5A inverse agonists in luminescence cell assay, primary screen, counter-screen for OPRM1-OPRD1 heterodimer inverse agonist project, full-deck HTS | inhibition, % at 9.3 µM | 5-hydroxytryptamine receptor 5A (Homo sapiens), P47898 | AID 504634, 2011 | HTR5A cell line, inverse agonism | 340,000 compounds, 0.083% hits; in the data active means inhibition mostly above about 23%, no sharp cut-off; inactive means mostly below about 18%;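 further: 0% = cells with DMSO and 100% = no-cell wells with DMSO; some compounds called inactive have numbers as strong as hits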
Keap1-Nrf2 PPI = Keap1-Nrf2 protein-protein interaction inhibitors, primary screen, biochemical, fluorescence polarization, single point; Kelch-like ECH-associated protein 1 (Homo sapiens), Q14145; Keap1 Kelch-Nrf2 peptide fluorescence polarization, 1536-well; inhibition, % at 9.4 µM; 340,000 compounds, 0.15% hits; AID 504523, 2011; in the data active means inhibition above about 12%;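 further: human Keap1 Kelch domain with fluorescein labeled Nrf2 9mer peptide probe; 0% = neutral control wells and 100% = peptide positive control; higher means more block of Keap1 binding to Nrf2 peptide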
Target sequence (Q14145 whole entry, looked up, the tested form may be a part): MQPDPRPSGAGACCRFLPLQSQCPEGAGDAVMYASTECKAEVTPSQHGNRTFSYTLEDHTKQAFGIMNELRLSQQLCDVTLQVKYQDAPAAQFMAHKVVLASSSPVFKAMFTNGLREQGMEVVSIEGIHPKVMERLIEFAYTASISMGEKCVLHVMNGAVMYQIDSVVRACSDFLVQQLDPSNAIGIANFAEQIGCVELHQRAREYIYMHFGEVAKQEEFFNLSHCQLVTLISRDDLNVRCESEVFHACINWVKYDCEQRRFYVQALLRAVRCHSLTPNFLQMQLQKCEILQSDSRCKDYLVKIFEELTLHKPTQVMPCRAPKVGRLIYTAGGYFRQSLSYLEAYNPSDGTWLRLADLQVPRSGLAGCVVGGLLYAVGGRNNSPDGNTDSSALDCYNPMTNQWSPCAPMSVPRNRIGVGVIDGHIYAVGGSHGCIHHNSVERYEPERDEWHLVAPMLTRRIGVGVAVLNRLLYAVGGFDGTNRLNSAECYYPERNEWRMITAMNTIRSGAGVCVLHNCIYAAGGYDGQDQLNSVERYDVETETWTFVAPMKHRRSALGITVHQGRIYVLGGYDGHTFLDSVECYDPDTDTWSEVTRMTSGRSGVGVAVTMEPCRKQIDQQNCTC
OPRM1-OPRD1 inv = inverse agonists of MOR-DOR heterodimerization, primary screen, cell-based, luminescence; Mu-type opioid receptor (Homo sapiens) + Delta-type opioid receptor (Homo sapiens), …; cell-based MOR-DOR heterodimer luminescence, inverse agonism; inhibition, % at 9.3 µM; 340,000 compounds, 0.21% hits; AID 504357, 2011; in the data active means inhibition above about 22%, passing the limit was not always enough;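 further: 0% = cells with DMSO and 100% = wells without cells with DMSO; values of inactives mirror those of a sister screen read the other way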
An asterisk follows results filed as active.

What do the screens show for `CC(=O)/C=C1\SC(CC(=O)O)C(=O)N1c1ccccc1` (configuration not stated)?
RTF Ca sens inh: -13; LANA DNA inh: 0.3; V-ATPase pHluor: 0; CAL PDZ FP: 7; cardiac RTF act: 9; OPRM1-OPRD1 ag: 1.7; HTR5A ag: -6; HTR5A inv ag: 16; Keap1-Nrf2 PPI: -5; OPRM1-OPRD1 inv: -10

Results for CCOc1ccc(NC(=O)CSc2nnc(Cc3cccn3C)n2-c2ccc(F)cc2)cc1 ?
RTF Ca sens inh: -3; LANA DNA inh: -3.1; V-ATPase pHluor: 2; cardiac RTF act: 2; OPRM1-OPRD1 ag: 0.4; HTR5A ag: -3; HTR5A inv ag: 8; Keap1-Nrf2 PPI: -10; OPRM1-OPRD1 inv: -2

How did COc1cccc(CNC(=O)COC(=O)CCc2cc(OC)c(OC)c(OC)c2)c1 do in these assays?
RTF Ca sens inh: -9; LANA DNA inh: 1.3; V-ATPase pHluor: 4; CAL PDZ FP: 0; cardiac RTF act: 3; OPRM1-OPRD1 ag: -1.3; HTR5A ag: -2; HTR5A inv ag: 5; Keap1-Nrf2 PPI: -5; OPRM1-OPRD1 inv: 5

How did COc1ccc(OCc2cccc(C(=O)O)c2)cc1 do in these assays?
RTF Ca sens inh: 9; LANA DNA inh: 2.7; V-ATPase pHluor: 1; CAL PDZ FP: -4; cardiac RTF act: 1; OPRM1-OPRD1 ag: -2.8; HTR5A ag: -4; HTR5A inv ag: 14; Keap1-Nrf2 PPI: -1; OPRM1-OPRD1 inv: 16

Results for Cn1c(=O)cc(Nc2ccccc2)c2c(=O)n(-c3ccccc3)c(=O)n(-c3ccccc3)c21 ?
RTF Ca sens inh: -1; LANA DNA inh: -0.4; V-ATPase pHluor: 1; cardiac RTF act: 2; OPRM1-OPRD1 ag: -1.0; HTR5A ag: 0; HTR5A inv ag: -52; Keap1-Nrf2 PPI: 0; OPRM1-OPRD1 inv: 5

Results for Cc1ccccc1CC1CCN(CCCNC(=O)Nc2ccccc2)CC1 ?
RTF Ca sens inh: -17; LANA DNA inh: -0.6; V-ATPase pHluor: 3; CAL PDZ FP: -18; cardiac RTF act: -1; OPRM1-OPRD1 ag: -0.6; HTR5A ag: 4; HTR5A inv ag: -14; Keap1-Nrf2 PPI: 3; OPRM1-OPRD1 inv: 3

What do the screens show for `CCC(C)(C)NC(=O)COc1ccc(OCc2ccccc2)cc1`?
RTF Ca sens inh: 7; LANA DNA inh: -0.4; V-ATPase pHluor: -1; CAL PDZ FP: -4; cardiac RTF act: 1; OPRM1-OPRD1 ag: 0.2; HTR5A ag: 2; HTR5A inv ag: -5; Keap1-Nrf2 PPI: 0; OPRM1-OPRD1 inv: -1

Results for CCCN(Cc1cc2cc(C)ccc2[nH]c1=O)S(C)(=O)=O ?
RTF Ca sens inh: 1; LANA DNA inh: -0.8; V-ATPase pHluor: 3; CAL PDZ FP: -4; cardiac RTF act: 11; OPRM1-OPRD1 ag: -2.1; HTR5A ag: 1; HTR5A inv ag: -7; Keap1-Nrf2 PPI: -4; OPRM1-OPRD1 inv: 12

Results for CCOC(=O)[C@H](CCc1ccccc1)N[C@@H](C)C(=O)N1CCC[C@@H]1C(=O)O ?
RTF Ca sens inh: 3; LANA DNA inh: -1.6; V-ATPase pHluor: 0; CAL PDZ FP: -1; cardiac RTF act: 8; OPRM1-OPRD1 ag: -1.2; HTR5A ag: 1; HTR5A inv ag: -24; Keap1-Nrf2 PPI: -2; OPRM1-OPRD1 inv: 7

How did CC1CN(CC(O)COc2ccc(C#N)cc2)CCN1CC(O)COc1ccc(C#N)cc1 (configuration not stated) do in these assays?
RTF Ca sens inh: -8; LANA DNA inh: -0.3; V-ATPase pHluor: 4; CAL PDZ FP: -3; cardiac RTF act: 7; OPRM1-OPRD1 ag: 0.2; HTR5A ag: 8; HTR5A inv ag: -22; Keap1-Nrf2 PPI: 1; OPRM1-OPRD1 inv: -1

What do the screens show for `COc1ccccc1N(CC(=O)NCCc1ccccc1)C(=O)CCC(=O)Nc1ccccn1`?
RTF Ca sens inh: -25; LANA DNA inh: -1.1; V-ATPase pHluor: -2; CAL PDZ FP: -5; cardiac RTF act: -4; OPRM1-OPRD1 ag: 0.6; HTR5A ag: -2; HTR5A inv ag: -14; Keap1-Nrf2 PPI: -1; OPRM1-OPRD1 inv: -5

How did NC(=S)Nc1nccc(-c2cccs2)n1 do in these assays?
RTF Ca sens inh: -8; LANA DNA inh: 0.3; V-ATPase pHluor: 7; CAL PDZ FP: -5; cardiac RTF act: -2; OPRM1-OPRD1 ag: 0.8; HTR5A ag: -3; HTR5A inv ag: 8; Keap1-Nrf2 PPI: -4; OPRM1-OPRD1 inv: -4

What do the screens show for `CCCCNC(=O)CSc1nc2cc3c(cc2c(=O)n1Cc1ccco1)OCO3`?
RTF Ca sens inh: 1; LANA DNA inh: 2.1; V-ATPase pHluor: 2; CAL PDZ FP: 2; cardiac RTF act: -3; OPRM1-OPRD1 ag: -2.1; HTR5A ag: -5; HTR5A inv ag: -14; Keap1-Nrf2 PPI: -6; OPRM1-OPRD1 inv: 9

What do the screens show for `O=C(Cn1cnc([N+](=O)[O-])c1)Nc1ccccc1C(F)(F)F`?
RTF Ca sens inh: -2; LANA DNA inh: -1.1; V-ATPase pHluor: 4; CAL PDZ FP: -4; cardiac RTF act: -2; OPRM1-OPRD1 ag: -4.2; HTR5A ag: 2; HTR5A inv ag: -6; Keap1-Nrf2 PPI: -4; OPRM1-OPRD1 inv: 20

How did CC(C)N1CCc2c(sc(NC(=O)c3ccc([N+](=O)[O-])o3)c2C(N)=O)C1 do in these assays?
RTF Ca sens inh: 1; LANA DNA inh: 0.1; V-ATPase pHluor: -2; CAL PDZ FP: -1; cardiac RTF act: 0; OPRM1-OPRD1 ag: -3.6; HTR5A ag: -4; HTR5A inv ag: 13; Keap1-Nrf2 PPI: -4; OPRM1-OPRD1 inv: 21

How did CCn1c(SCC(=O)NCc2cccs2)nnc1-c1ccco1 do in these assays?
RTF Ca sens inh: 1; LANA DNA inh: -0.7; V-ATPase pHluor: -4; CAL PDZ FP: -2; cardiac RTF act: 2; OPRM1-OPRD1 ag: -1.7; HTR5A ag: 3; HTR5A inv ag: 7; Keap1-Nrf2 PPI: 3; OPRM1-OPRD1 inv: 10

What do the screens show for `N#C/C(=C(/O)COC(=O)c1ccc(Cl)c(S(=O)(=O)N2CCOCC2)c1)c1nc2ccccc2[nH]1`?
RTF Ca sens inh: 12; LANA DNA inh: -0.4; V-ATPase pHluor: -1; CAL PDZ FP: -15; cardiac RTF act: 4; OPRM1-OPRD1 ag: -1.4; HTR5A ag: 2; HTR5A inv ag: -6; Keap1-Nrf2 PPI: -4; OPRM1-OPRD1 inv: 7

How did Cc1ccc(NC(=O)c2cnccn2)nc1 do in these assays?
RTF Ca sens inh: -4; LANA DNA inh: 1.0; V-ATPase pHluor: -3; CAL PDZ FP: -6; cardiac RTF act: -6; OPRM1-OPRD1 ag: -2.0; HTR5A ag: 3; HTR5A inv ag: -23; Keap1-Nrf2 PPI: 3; OPRM1-OPRD1 inv: 11

Results for CN(Cc1ccc(C(F)(F)F)cc1)C(=O)C1CC(=O)N(Cc2ccco2)C1 (configuration not stated) ?
RTF Ca sens inh: -4; LANA DNA inh: -1.2; V-ATPase pHluor: 0; cardiac RTF act: 0; OPRM1-OPRD1 ag: -2.8; HTR5A ag: -3; HTR5A inv ag: 5; Keap1-Nrf2 PPI: -2; OPRM1-OPRD1 inv: 11

How did CCS(=O)(=O)NCC(c1ccco1)N1CCN(c2ccccc2F)CC1 (configuration not stated) do in these assays?
RTF Ca sens inh: 10; LANA DNA inh: -0.6; V-ATPase pHluor: 1; CAL PDZ FP: -2; cardiac RTF act: -3; OPRM1-OPRD1 ag: -0.6; HTR5A ag: -1; HTR5A inv ag: -13; Keap1-Nrf2 PPI: -2; OPRM1-OPRD1 inv: 4

What do the screens show for `CC(Oc1ccc(Cl)cc1Cl)C(=O)NCCCn1ccnc1` (configuration not stated)?
RTF Ca sens inh: -7; LANA DNA inh: -2.6; V-ATPase pHluor: 0; CAL PDZ FP: -1; cardiac RTF act: 5; OPRM1-OPRD1 ag: 0.0; HTR5A ag: -2; HTR5A inv ag: 8; Keap1-Nrf2 PPI: -3; OPRM1-OPRD1 inv: 0

How did CN1/C(=C\C(=O)Nc2ccc(F)cc2)C(C)(C)c2ccccc21 do in these assays?
RTF Ca sens inh: -2; LANA DNA inh: 1.2; V-ATPase pHluor: 0; CAL PDZ FP: -5; cardiac RTF act: 9; OPRM1-OPRD1 ag: 6.9; HTR5A ag: 7; HTR5A inv ag: -22; Keap1-Nrf2 PPI: -5; OPRM1-OPRD1 inv: -39

How did CN1CCN(c2ccccc2NC(=O)c2ccc(N3CCCCC3)c([N+](=O)[O-])c2)CC1 do in these assays?
RTF Ca sens inh: 2; LANA DNA inh: 0.4; V-ATPase pHluor: 2; CAL PDZ FP: 0; cardiac RTF act: -7; OPRM1-OPRD1 ag: 1.5; HTR5A ag: -5; HTR5A inv ag: 17; Keap1-Nrf2 PPI: 2; OPRM1-OPRD1 inv: -8

What do the screens show for `O=C(CNC(=O)c1ccc(N2C(=O)c3ccccc3C2=O)cc1)OCC(=O)c1cccc2ccccc12`?
RTF Ca sens inh: -17; LANA DNA inh: 0.4; V-ATPase pHluor: 5; CAL PDZ FP: -6; cardiac RTF act: -3; OPRM1-OPRD1 ag: -1.6; HTR5A ag: -4; HTR5A inv ag: 13; Keap1-Nrf2 PPI: -2; OPRM1-OPRD1 inv: 9

Results for COc1cc(OC)c2c(-c3ccccc3)cc(=O)oc2c1C(CCN1CCCC1)c1ccc2c(c1)OCO2 (configuration not stated) ?
RTF Ca sens inh: -6; LANA DNA inh: -1.5; V-ATPase pHluor: 1; CAL PDZ FP: 0; cardiac RTF act: 6; OPRM1-OPRD1 ag: -2.3; HTR5A ag: 4; HTR5A inv ag: 5; Keap1-Nrf2 PPI: -5; OPRM1-OPRD1 inv: 13

How did Cc1nc(C)c(C(=O)Nc2ccccc2-c2ccccc2)o1 do in these assays?
RTF Ca sens inh: -13; LANA DNA inh: 1.7; V-ATPase pHluor: -3; CAL PDZ FP: -1; cardiac RTF act: -3; OPRM1-OPRD1 ag: 0.1; HTR5A ag: 2; HTR5A inv ag: -13; Keap1-Nrf2 PPI: -5; OPRM1-OPRD1 inv: 0

This is a random part of the collection. About 2.8% of those tested had a hit in this group.
